# ALOX12 inh – blocks human arachidonate 12S-lipoxygenase; Potency, µM (series often up to 108 µM), inactives show at the highest dose activity change, negative = inhibition, most hits filed as inhibitors; hit rate 1.1% among 580,000; purified 12hLO, xylenol orange hydroperoxide absorbance; AID 1671190; P18054; note: potency is the fitted concentration of half-maximal effect; % is set by controls: 0 for no effect and ±100 for the full control effect
#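 Purified human 12hLO at 150 nM in 25 mM Hepes, 0.01% Triton X-100, pH 7.0, preincubated 15 min at room temperature with compound. Reaction started with 40 uM arachidonic acid, 30 min at room temperature. Hydroperoxide measured by Fe-xylenol orange, 573/405 nm absorbance ratio.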
# RGS4 inhibitor – human RGS4 inhibition; hit rate 0.039% among 390,000; Transcreener GDP fluorescence polarization, RGS4-accelerated GTP hydrolysis; Potency, µM (top dose mostly 114 µM), without a hit: top-dose activity change, negative = inhibition, usual class: inhibitors; AID 504845; note: potency is the fitted concentration of half-maximal effect; % is set by controls: 0 for no effect and ±100 for the full control effect; nearly all actives have a fitted effect of over 75% in size; some results filed as inactive show a strong effect at the top dose
# Target sequence (P49798 whole entry, looked up): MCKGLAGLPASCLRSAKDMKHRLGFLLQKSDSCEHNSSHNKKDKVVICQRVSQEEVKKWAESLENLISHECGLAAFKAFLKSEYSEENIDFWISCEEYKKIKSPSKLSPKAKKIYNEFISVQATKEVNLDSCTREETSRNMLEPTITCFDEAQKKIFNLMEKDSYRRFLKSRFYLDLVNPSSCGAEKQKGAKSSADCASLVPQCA
#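 MLSMR compounds (23 nl, pin-transferred) preincubated 10 min at room temperature with a 500nM (2x) first reagent, then RGS4 at 900nM (2x) plus Transcreener GDP mix added; fluorescence polarization (620/688 nm) read before and after 90 min at 30 °C.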
# G9a block – G9a (human) methyltransferase inhibition | G9a H3K9 monomethylation, AlphaScreen, 2 h | Potency, µM (titrated, usually from 102 µM), inactives show top-dose activity, negative = inhibition, most hits filed as inhibitors | hit rate 8.8% among 350,000 | AID 504332; note: potency is the fitted concentration of half-maximal effect; % is set by controls: 0 for no effect and ±100 for the full control effect; nearly all actives have a fitted effect of over 75% in size
# Target sequence (Q96KQ7 913-1193 limits assumed): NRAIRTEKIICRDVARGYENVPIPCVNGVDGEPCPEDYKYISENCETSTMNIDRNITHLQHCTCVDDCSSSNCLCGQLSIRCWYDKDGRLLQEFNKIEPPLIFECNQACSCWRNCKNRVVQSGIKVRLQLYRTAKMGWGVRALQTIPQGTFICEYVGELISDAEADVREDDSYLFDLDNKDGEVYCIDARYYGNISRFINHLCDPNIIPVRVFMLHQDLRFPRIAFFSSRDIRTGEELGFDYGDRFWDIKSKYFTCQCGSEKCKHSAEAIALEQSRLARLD
#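 G9a (20 nM) was preincubated 15 min with compound, then reacted 2 h at room temperature with 500 nM biotin-H3K9 peptide and 20 µM SAM. Monomethyl-H3K9 detected by AlphaScreen using anti-H3K9me1 antibody.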
# ERG-DNA inh – ERG Ets/DNA interaction inhibition; fluorescence polarization, His-ERG Ets domain / labelled DNA; hit rate 0.028% among 370,000; P11308; Potency, µM (titrated, usually from 76.9 µM), for the others: at the top dose FP activity, negative = inhibition, actives largely listed as inhibitors; active = well fitted inhibition curve with a large enough effect in the polarisation, with a control signal flat; inconclusive = small, poorly fitted or top-dose-only effect, or effect the other way, or a change in a side signal; inactive = no such curve, though single readings can be large or run the other way; the % refers to the polarisation;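 note: polarization taken with two DNA probes labelled with fluorescein and Texas red; potency is the fitted concentration of half-maximal effect; % of control where 0% means no effect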
# Target sequence (P11308 whole entry, looked up, the tested form may be a part): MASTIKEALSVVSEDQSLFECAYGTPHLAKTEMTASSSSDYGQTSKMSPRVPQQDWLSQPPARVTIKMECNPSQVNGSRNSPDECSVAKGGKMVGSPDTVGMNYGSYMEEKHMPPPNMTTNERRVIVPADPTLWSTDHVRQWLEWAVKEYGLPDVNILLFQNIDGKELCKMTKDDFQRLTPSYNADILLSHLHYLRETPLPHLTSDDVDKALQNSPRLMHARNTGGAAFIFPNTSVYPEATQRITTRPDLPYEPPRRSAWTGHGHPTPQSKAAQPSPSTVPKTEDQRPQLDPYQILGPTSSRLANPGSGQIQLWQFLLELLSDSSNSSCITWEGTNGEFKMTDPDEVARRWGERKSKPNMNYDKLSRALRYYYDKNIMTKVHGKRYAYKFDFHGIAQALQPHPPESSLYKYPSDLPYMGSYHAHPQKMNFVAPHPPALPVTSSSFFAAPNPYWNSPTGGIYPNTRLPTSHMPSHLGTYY
#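 His-tagged ERG Ets domain (1 uM in the protein solution; 300mM KCl, 50mM Tris-HCl, 1mM EDTA, 1mM DTT, pH 7.5) received compound, then a probe mix of 5 nM fluorescein-DNA and 100nM Texas-615-DNA. Fluorescence polarization was read for both dyes.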
# GLS inhibitor – inhibitors of human glutaminase (GLS) | O94925 | GLS enzymatic activity, qHTS titration | Potency, µM (titrated, usually from 45.5 µM), without a hit: at the highest dose activity change, negative = inhibition, hits mostly inhibitors | hit rate 0.21% among 410,000 | AID 624170; note: potency is the fitted concentration of half-maximal effect; % is set by controls: 0 for no effect and ±100 for the full control effect
#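 Assay buffer: 45 mM KH2PO4 pH 8.2, 0.02% Tween-20. hKGA acts on L-glutamine (1 mM solution added); product glutamate is reported by an oxidase/peroxidase Amplex Red coupling, with fluorescence taken at baseline and 30 min.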
# PI4K2A block – inhibitors of human PI4K2A; Q9BTU6; purified PI4K2A, ADP-Glo luminescence, 1 h; stronger effect = lower value; activity change, negative = inhibition, % at 76.9 µM; hit rate 0.13% among 420,000; AID 1346378; in the data active = activity change below about -50%; inconclusive = mostly about -30% to -49%;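 note: -100% = wells without enzyme as full effect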
#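 Compounds are screened against recombinant PI4K2A using PI as substrate and ATP, the latter dispensed at 300 microM. Reactions run one hour at ambient temperature before ADP-Glo detection; full inhibition defined by wells lacking enzyme.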
# JMJD2A Tudor inh – blocks the human JMJD2A Tudor domain; O75164; AlphaScreen JMJD2A-Tudor / H3K4me3 peptide binding; Potency, µM (doses to about 114 µM), for inactives: at the highest dose activity change, negative = inhibition, most hits filed as inhibitors; hit rate 4.4% among 390,000; note: potency is the fitted concentration of half-maximal effect; % is set by controls: 0 for no effect and ±100 for the full control effect; nearly all actives have a fitted effect of over 50% in size
# BAZ2B inh – blocks human BAZ2B | Q9UIF8 | AlphaScreen BAZ2B-H3K14Ac peptide displacement | Potency, µM (top dose mostly 114 µM), without a hit: at the top dose activity change, negative = inhibition, most hits filed as inhibitors | hit rate 4.4% among 360,000 | AID 504333; note: potency is the fitted concentration of half-maximal effect; % is set by controls: 0 for no effect and ±100 for the full control effect; nearly all actives have a fitted effect of over 60% in size
#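 Inhibition is scored as reduced AlphaScreen emission. The BAZ2B/b-H3(5-23)K14Ac complex (50 nM each) in PBS pH 7.4, 0.01% Tween-20 meets compound (up to 110 uM) for 30 min at RT before bead addition.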
# HP1b chromo inh – blocks HP1-beta chromodomain binding to methylated histone tails. P83916. AlphaScreen HP1-beta / biotin-H3K9me3 peptide binding. Potency, µM (series often up to 114 µM), for inactives: at the highest dose activity change, negative = inhibition, most hits filed as inhibitors. hit rate 0.56% among 390,000. AID 540317; note: potency is the fitted concentration of half-maximal effect; nearly all actives have a fitted effect of over 70% in size; inactives centre near 23
#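 HP1-beta protein (50 nM final) preincubated 30 min at room temperature with biotinylated H3(1-18)K9me3 peptide (50 nM) in PBS pH 7.4, 0.01% Tween-20, then compound added for 30 min. AlphaScreen streptavidin donor/nickel chelate acceptor beads (10 ug/mL final), 30 min dark, luminescence read.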
# * = called active by the depositor; ? = inconclusive; . = not tested or not shown; & = joins results of further samples; [ ] = remark or other dose. Unless noted, calls come from the whole dose curve; as a rule, active = well fitted curve in the direction sought with a large enough effect; inconclusive = small, poorly fitted or top-dose-only effect, or another doubt; inactive = no such curve, though single readings can be large; an effect the other way counts as inactive or inconclusive. Not all compounds are listed, so the mix of outcomes need not match the whole.
nr	ALOX12 inh	RGS4 inhibitor	G9a block	ERG-DNA inh	GLS inhibitor	PI4K2A block	JMJD2A Tudor inh	BAZ2B inh	HP1b chromo inh	molecule
1	-15.1%	24.4%	?	1.6%	-2.1%	4.2	-15.0%	27.6%&-3.2%	12.4%	COc1cc(NC(=O)Cn2cnc3sc(C)c(S(=O)(=O)N4CCN(C)CC4)c3c2=O)cc(OC)c1OC
2	?	-0.1%	45.8%[12.7 µM]	-6.8%	10.3%	-7.1	-29.7%	-35.7%	19.3%	CCOC(=O)c1cc(-c2ccccc2)sc1NC(=S)Nc1cc(C)ccn1
3	-24.9%	4.1%	32.0%[59 µM]	5.4%	-5.5%	0.0	-2.7%	8.6%	38.6%[activator]	COC(=O)c1sc(S(=O)(=O)N2CCC(C)CC2)c(C(=O)OC)c1C
4	-18.1%	-18.1%	?	1.4%	3.6%	1.5	?	-25.9%	?	CN(C)CCSc1nc(-c2ccccc2)nc2c1CCCC2
5	2.0%	-10.4%	5.8%[59 µM]	-5.6%	-5.8%	-14.3	-8.3%	0.8%	22.1%	C/C(=N\NC(=O)CSCc1ccc(Cl)cc1)c1ccc(NC(=O)c2ccccc2)cc1
6	0.0%	-4.8%	39.8µM*	-0.3%	7.5%	-1.7	?	-37.6%	?	COc1ccc(-n2c(CN3CCN(c4ccccc4)CC3)nc3ccc([N+](=O)[O-])cc3c2=O)c(OC)c1
7	-28.8%	1.4%	-20.4%[12.7 µM]	3.8%	-1.1%	0.8	26.5%	6.5%	70.2%[activator]	C#CCSc1nc(-c2ccccc2)cc(C(F)(F)F)c1C#N
8	4.9%	-5.4%	25.8%	-0.4%	-26.4%	4.4	-19.1%	3.2%	22.9%	CCCCOc1ccc(C(=O)N(C)CC(=O)Nc2ccc(C)cc2)cc1
9	-10.4%	-5.1%	?	-2.2%	1.0%	-19.8	-3.1%	7.8%	21.0%	CCOc1ccc(-c2nn[nH]n2)cc1OCC
10	-9.8%	-10.5%	8.91µM*	-7.5%	2.5%	6.1	?	?	-34.2%	O=C(c1cc([N+](=O)[O-])ccc1Cl)N1c2ccccc2Sc2ccccc21
11	-1.5%[57.4 µM]	-20.8%	-13.4%	3.8%	-0.5%	5.6	-8.6%	-20.2%	17.8%	COc1ccc(NC(=O)c2c(C)oc3c2CCCC3)cc1
12	-7.8%	-7.1%	50.1µM*	4.9%	-14.6%	4.3	-23.1%	-9.9%	34.9%	Cc1ccc(OCCN(C)C(=O)CC2C(=O)NCCN2CC(C)(C)C)cc1 (configuration not stated)
13	?	-13.7%	3.55µM*	-8.0%	?	-7.5	31.6µM*	50.1µM*	?	Cc1cc2nc3s/c(=C/c4ccc(-c5ccccc5C(=O)O)o4)c(=O)n3c2cc1C
14	?	-10.4%[56.9 µM]	-8.2%[12.7 µM]	-3.0%	-3.8%	-3.3	-7.5%	0.3%	54.4%[activator]	COc1ccc(N2C(=NC(=O)C3CCCCC3)SC3CS(=O)(=O)CC32)cc1Cl (configuration not stated)
15	-1.3%	-14.2%	84.9%[activator]	11.6%	-13.8%	6.2	-8.0%	2.2%	32.0%	COc1ccc(CN(C)C(=O)c2cccc(C(=O)N(C)Cc3ccc(OC)cc3)c2)cc1
16	?	-25.0%&-14.7%	25.4%&-23.9%[59 µM]	2.5%&-0.4%	-0.5%&-2.8%	-3.9&-5.1	-34.6%&-10.7%	-19.3%	12.5%&20.5%	Cc1ccc(NC(=O)Cn2nnc(C(=O)NCCc3ccccc3)c2N)cc1Cl
17	-54.3%	-16.4%	3.8%[2.33 µM]	0.6%	9.0%	2.2	-8.8%	5.1%	9.4%	Cc1ccc(S(=O)(=O)NCCC(=O)OCC(=O)N(Cc2ccccc2)C(C)(C)C)cc1
18	-7.6%	-31.6%	9.2%	-3.4%	10.0%	-3.3	-9.6%	-1.4%[57.1 µM]	35.2%	CC(CNC(=O)c1cc(Cl)ccc1[N+](=O)[O-])NC(=O)c1cc(Cl)ccc1[N+](=O)[O-] (configuration not stated)
19	-14.6%	11.3%	-5.9%[59 µM]	0.7%	-7.1%	0.4	-6.2%	-7.8%	29.4%	Cc1ccc(-c2nnc3c4ccccc4c(-c4ccccc4)nn23)cc1
20	0.0%	-29.7%	-7.1%	-14.5%	-11.4%	-4.1	?	-34.9%	51.9%	Cc1ccc(NC(=O)CSc2nc3ccccc3c3nc(CCc4c(C)n[nH]c4C)nn23)cc1F

# Part of the list above, screen by screen.
20	Cc1ccc(NC(=O)CSc2nc3ccccc3c3nc(CCc4c(C)n[nH]c4C)nn23)cc1F
11	COc1ccc(NC(=O)c2c(C)oc3c2CCCC3)cc1
10	O=C(c1cc([N+](=O)[O-])ccc1Cl)N1c2ccccc2Sc2ccccc21
Compound	20	11	10
ALOX12 inh	0.0%	-1.5%[57.4 µM]	-9.8%
RGS4 inhibitor	-29.7%	-20.8%	-10.5%
G9a block	-7.1%	-13.4%	8.91µM*
ERG-DNA inh	-14.5%	3.8%	-7.5%
GLS inhibitor	-11.4%	-0.5%	2.5%
PI4K2A block	-4.1	5.6	6.1
JMJD2A Tudor inh	?	-8.6%	?
BAZ2B inh	-34.9%	-20.2%	?
HP1b chromo inh	51.9%	17.8%	-34.2%

# (continued)
nr	ALOX12 inh	RGS4 inhibitor	G9a block	ERG-DNA inh	GLS inhibitor	PI4K2A block	JMJD2A Tudor inh	BAZ2B inh	HP1b chromo inh	molecule
21	-6.7%	-28.2%	-19.5%	-1.8%	11.2%	-7.3	-11.0%	5.3%	41.6%[activator]	CCOC(=O)/C=C/C(=O)OCC(=O)Nc1cccc(Cl)c1Cl
22	-34.2%	-11.8%	-31.9%	0.4%	0.6%	-2.8	-2.7%	3.7%	27.5%	Cc1cccc2cc(C(c3nnnn3C3CCCC3)N3CCOCC3)c(=O)[nH]c12 (configuration not stated)
23	152.7%[activator]	33.0%	7.0%	-0.5%	9.1%	5.2	-8.3%	0.0%	2.0%	Cc1ccc(/C=N/n2c(C)nnc2C)cc1
24	-22.0%	?	?	-3.8%	3.6%	0.5	28.2µM*	-2.4%	?	Cc1ccc(S(=O)(=O)N/N=C2/CCCCC2C2CCCCC2)cc1[N+](=O)[O-] (configuration not stated)
25	8.9%	13.8%[11.4 µM]	6.3%[12.7 µM]	3.3%	-2.9%	3.1	-2.4%[57.1 µM]	-1.5%	25.2%	CC1(C)CC(=O)c2cc(OCC(=O)N3CCOCC3)ccc2O1
26	1.8%	-0.5%	?	-2.7%	1.1%	-5.0	-14.4%	-0.7%	20.6%	CCOC(=O)c1c(NC(=O)CSc2nnc3c(Cl)cc(Cl)cn23)sc2c1CCC2
27	?	10.0%	22.4µM*	.	4.6%	0.7	12.6µM*	?	?	COc1cccc(CNCc2ccc(SC)cc2)c1OC
28	26.9%	-7.5%	.	1.5%	-4.7%	4.4	-8.8%	.	47.7%[activator]	Cc1ccc(S(=O)(=O)N(C)c2ccc(OCC(=O)OCc3cccc(Br)c3)cc2)cc1
29	-15.5%	-2.7%	-16.0%[59 µM]	0.6%	-14.2%	9.4	-4.5%	0.7%	12.3%	CCN(CC)c1ccc(C(=O)NC(=S)Nc2cc(S(=O)(=O)N3CCOCC3)ccc2-n2cncn2)cc1
30	6.7%	-14.8%	.	5.0%	-2.0%	0.4	-18.5%	.	33.1%	CN(C)C(=O)CCc1ccc2c3c([nH]c2c1)[C@]1(C)[C@@H](C(=O)N2CCCCC2)C[C@H](CC(=O)NCc2cccc(C(F)(F)F)c2)C(=O)N1CC3
31	0.0%	4.2%	-36.4%	-10.5%	?	3.2	-26.0%	-2.5%	14.8%	C(=N\Nc1nc2ccccc2[nH]1)/c1cccs1
32	0.0%	-2.8%	-14.1%	-4.4%	-4.0%	-5.4	-18.9%	5.9%	11.9%	CCOC(=O)C(NC(=O)c1ccccc1OCC)(Nc1ncccn1)C(F)(F)F (configuration not stated)
33	-16.8%	-4.6%	-4.7%[59 µM]	0.0%	-6.1%	0.7	-18.2%	-3.6%	28.7%	O=C(CN1C(=O)c2cccc3cccc1c23)Nc1cccc(F)c1
34	-7.6%	-24.9%	?	1.5%	0.8%	0.7	-5.3%[11.4 µM]	1.5%	40.4%[activator]	Cc1[nH]c(=O)[nH]c(=O)c1CSCC(=O)OCC(=O)c1ccc(Br)cc1
35	1.3%	-47.0%	?	-5.0%	-4.8%	-27.2	-32.5%	?	41.0%[activator]	CC1=C(C(=O)O)N2C(=O)C(NC(=O)c3ccn(C)n3)C2SC1 (configuration not stated)
36	-1.0%	5.5%	-4.2%[59 µM]	0.7%	-1.3%	-10.8	3.8%	-4.3%	41.0%[activator]	Cc1nnc(SCC(=O)Nc2ccc(-c3nc4ccccc4s3)cc2)s1
37	5.3%	-16.0%	4.8%	-1.8%	-2.0%	0.9	-10.4%	-2.3%	21.4%	O=C(c1ccc2c(c1)OCO2)C1CCCN(Cc2cn[nH]c2-c2ccccc2)C1 (configuration not stated)
38	?	-42.5%	11.2µM*	-4.0%	-5.5%	1.5	?	50.1µM*	-1.2%	COc1ccccc1N=Nc1[nH]c2ccc(C)cc2c1O
39	18.4%	15.1%	-2.9%	12.3%	-13.5%	4.0	5.7%	-8.1%	30.7%	CCOCCCNC(=O)c1oc2ccc3c(c2c1C)C(O)CC(C)(C)O3 (configuration not stated)
40	-0.3%	3.7%	?	2.0%	6.7%	3.1	-12.4%	0.5%	26.0%	CCOC(=O)N1CCN(Cc2cc(=O)oc3cc4c(cc23)CCC4)CC1
